Myeloid diff 2: compounds promoting myeloid differentiation; ER-HoxA9 myeloid progenitors, lysozyme-GFP differentiation, flow cytometry; calls only at 10 µM; 360,000 tested, 1% active;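 active = normalized GFP-positive differentiation at or above the plate's own cutoff, the solvent-only control mean plus 3 SD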;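 note: cells exposed to compound for four days before flow analysis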
LYP phosphatase: inhibitors of LYP phosphatase, biochemical, fluorescence intensity, uHTS (AID 1779); recombinant LYP phosphatase, fluorescence intensity; higher % means a stronger effect; 290,000 tested, 0.054% active; inhibition, % at 11.5 µM; hits with a dose series show IC50 in µM;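 note: plate controls were vehicle with enzyme for no effect and no enzyme for full effect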
NOD1 NF-kB reporter: NOD1 signaling inhibitors, primary screen, cell-based, luminescence, uHTS (AID 1578); inhibition, % at 4 µM, or EC50 in µM where a hit was titrated; NOD1-driven NF-kB luciferase reporter cells, luminescence; higher % means a stronger effect; 290,000 tested, 1% active; in the data active = inhibition mostly above about 36%, no sharp cut-off; inactive = mostly below about 34%;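 note: HEK-293T reporter cells stimulated with the NOD1 agonist gamma-tri-DAP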
KOR beta-arrestin-1: kappa opioid receptor activators – cell-based, luminescence, uHTS, primary screen (AID 1777); KOR beta-arrestin recruitment, luminescence; higher % means a stronger effect; activation, % at 10 µM; hits with a dose series show EC50 in µM; 280,000 tested, 0.02% active; in the data active = activation above about 50%, passing the limit was not always enough; note: a part of the inactive calls stands beside numbers as strong as those of hits
PhoP inhibition: inhibitors of PhoP regulon expression, primary screen, Salmonella Typhimurium, GFP reporter (AID 1863) | S. Typhimurium PhoP-regulated promoter GFP reporter, 4 h; higher % means a stronger effect | inhibition, % at 50 µM; hits with a dose series show IC50 in µM | 300,000 tested, 0.16% active;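 active = inhibition over 29.93%, a cutoff 3 SD above the screen mean, later confirmed by dose response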;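 note: 0% = low Mg2+ inducing control and 100% = high Mg2+ repressing control; strong numbers were not always called active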
SIAH1 antagonists: Siah-1 peptide-binding antagonists, primary screen, biochemical, fluorescence polarization, rhodamine-plectin, uHTS (AID 1817) | 290,000 tested, 0.02% active | displacement, % at 20 µM, or IC50 in µM where a hit was titrated | Siah-1 / rhodamine-plectin peptide fluorescence polarization; higher % means a stronger effect;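 active = displacement of at least 50% at 20 µM, with a fluorescence ratio check between 0.3 and a set limit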;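 note: plate controls were Siah plus tracer with DMSO for no effect and tracer alone without Siah for full effect; strong numbers were not always called active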
HEK293 NOD2/NF-kB: inhibition of NOD2-driven NF-kB reporter – cell-based, luminescence, uHTS, HEK293 (AID 1566) | HEK293 NOD2/NF-kB luciferase reporter, luminescence; higher % means a stronger effect | inhibition, % at 4 µM; hits with a dose series show EC50 in µM | 290,000 tested, 0.63% active; note: many of its hits are not listed in these tables
HIV peptide binding: cell-free HIV fusion peptide-binding blockers – biochemical, uHTS, fluorescence dequenching, primary screen (AID 1986). cell-free peptide binding, fluorescence dequenching, 30 min; higher % means a stronger effect. inhibition, % at 20 µM, or IC50 in µM where a hit was titrated. 290,000 tested, 0.3% active; in the data active = inhibition mostly above about 52%, no sharp cut-off; inactive = mostly below about 76%; note: some results filed as inactive read as strong as hits
KOR beta-arrestin-2: KOR antagonists, beta-arrestin recruitment, cell-based, luminescence, uHTS (AID 1778). KOR beta-arrestin recruitment, luminescence, antagonist mode; higher % means a stronger effect. one-dose inhibition, % at 10 µM; IC50 in µM for titrated hits. 290,000 tested, 0.091% active; note: strong numbers were not always called active
Myeloid diff 2 GFP+ MAC1+ %: also measured in Myeloid diff 2; calls as there; GFP+ MAC1+ double positive, %; measured here: differentiation confirmed by MAC1 staining
* marks the source's active call; other numbers are inactive results; i = inactive; / = no result given; [ ] = dose if it differs, or a comment. Cut-off read from the data, not from the text of the source, unless noted: active = inhibition above about 50%; inactive = the rest.

No.	compound	Myeloid diff 2	Myeloid diff 2 GFP+ MAC1+ %	LYP phosphatase	NOD1 NF-kB reporter	KOR beta-arrestin-1
1	COc1cc(OC)c(OC)cc1/C=N/n1c(C)nc2ccccc2c1=O	i	0.9	-13%	-6%	-6.1%
2	CCCCNC(=O)C1CCC(CNS(=O)(=O)c2c(C)cc(C)cc2C)CC1 (stereo not drawn)	i	0.3	-5%	-9%	-3.6%
3	O=C(/C=C/c1c(Cl)nc2ccccn12)N1CCN(c2ccccc2F)CC1	i	0.3	1%	17%	-0.4%
4	CN(C)c1ccc(N2C(=NC(=O)c3ccccc3)SC3CS(=O)(=O)CC32)cc1 (stereo not drawn)	i	2.5	-8%	-26%	2.7%
5	O=c1c(-c2cccc([N+](=O)[O-])c2)[n+]([O-])c2ccccc2n1O	i	0.6	-3%	-10%	6.8%
6	CCOC(=O)c1c(NC(=O)Cn2nc(C(F)F)cc2C(F)F)sc(C)c1C	i	1.3	0%	11%	2.1%
7	CCn1c(C)nc2c1C(=O)c1ccccc1C2=O	i	1.0	-6%	-37%	5.5%
8	O=C1[C@H]2C(c3ccccc3)=NN(c3ccccc3)[C@H]2C(=O)N1c1ccccc1	i	0.2	-4%	-6%	1.7%
9	Cc1cc(=O)n2nc(N3CCCC3C(=O)Nc3ccccc3C)sc2n1 (stereo not drawn)	i	2.4	-10%	11%	-6.9%
10	CC/C(=N\NC(=O)c1ccc2c(c1)OCO2)c1ccccc1	i	0.8	-6%	-44%	-2.2%
11	Cc1ccc(C(=O)N/N=C2/NC(=O)CC(C(=O)Nc3ccccc3)S2)cc1 (stereo not drawn)	i	0.8	-5%	-17%	-1.5%
12	CCOC(=O)C1=NN(C(=O)c2ccccc2)C(O)(c2ccc(C)cc2)C1 (stereo not drawn)	i	0.4	-4%	0%	-4.6%

No.	PhoP inhibition	SIAH1 antagonists	HEK293 NOD2/NF-kB	HIV peptide binding	KOR beta-arrestin-2
1	0%	-1%	14%	-0.5%	14%
2	-2%	12%	5%	0.3%	-19%
3	1%	5%	18%	0.1%	-8%
4	-4%	0%	2%	-0.6%	-25%
5	-1%	0%	8%	-1.5%	31%
6	-5%	-3%	13%	-3.2%	-133%
7	1%	-6%	7%	0.9%	-36%
8	2%	9%	10%	-0.2%	-22%
9	/	-4%	2%	-0.4%	-17%[20 µM]
10	-4%	5%	-6%	-0.9%	13%
11	-4%	9%	0%	4.4%	20%
12	3%	0%	14%	14%	21%

Reprinted from the part before: 2 compounds; new compounds follow.
No.	compound	Myeloid diff 2	Myeloid diff 2 GFP+ MAC1+ %	LYP phosphatase	NOD1 NF-kB reporter	KOR beta-arrestin-1
11	Cc1ccc(C(=O)N/N=C2/NC(=O)CC(C(=O)Nc3ccccc3)S2)cc1 (stereo not drawn)	i	0.8	-5%	-17%	-1.5%
12	CCOC(=O)C1=NN(C(=O)c2ccccc2)C(O)(c2ccc(C)cc2)C1 (stereo not drawn)	i	0.4	-4%	0%	-4.6%
13	COc1cccc(NC(=O)CN(C)CC(=O)Nc2ccc(Br)cc2)c1	i	0.4	-1%	-6%	1.5%
14	O=C(c1ccco1)N1CCN(C(c2ccccc2F)c2nnnn2Cc2cccs2)CC1 (stereo not drawn)	i	1.4	0%	-13%	-1.7%
15	O=S(=O)(c1ccc(Br)cc1)n1c(Cc2ccccc2)nc2ccccc21	i	0.1	-7%	-1%	9.1%
16	CC(=O)N1NC(=Nc2ccccc2)SC1(C)C	i	0.2	-2%	1%	-3.8%
17	COc1cc(OC)cc(-c2nn[nH]n2)c1	i	0.1	-3%	-42%	4.4%
18	Cc1cc(C)c(NS(=O)(=O)c2c(C(=O)N3CCOCC3)c(C)n(C)c2C)c(C)c1	i	4.8	-6%	-20%	2.5%
19	Cc1ccc(CNC(=O)CSc2nc3ccccc3[nH]2)cc1	i	0.2	-8%	-27%	-3.2%
20	CCC(C)NC(=O)CN1C(=O)C(CC)Sc2ccccc21 (stereo not drawn)	i	0.2	-11%	-4%	-3.0%
21	CCOC(=O)CCSc1nc(-c2ccc3c(c2)OCO3)cc(C(F)(F)F)c1C#N	i	2.6	-4%	-36%	5.6%
22	Cc1ccsc1C(=O)NCCc1ccc(S(N)(=O)=O)cc1	i	0.6	-5%	-11%	0.9%
23	COc1cc(/C=C/C(=O)OCC(=O)Nc2cc(S(=O)(=O)N3CCCCC3)ccc2C)ccc1O	i	0.8	-5%	5%	-0.3%
24	CC(=O)Oc1ccc(C(=O)[C@H]2[C@H]3C(=O)N(c4ccccc4)C(=O)[C@H]3[C@@H]3C=CC=NN32)cc1	i	1.0	-4%	16%	-0.6%

No.	PhoP inhibition	SIAH1 antagonists	HEK293 NOD2/NF-kB	HIV peptide binding	KOR beta-arrestin-2
11	-4%	9%	0%	4.4%	20%
12	3%	0%	14%	14%	21%
13	-1%	3%	-10%	1.9%	-13%
14	8%	4%	4%	-0.2%	26%
15	20%	4%	8%	1.5%	26%
16	-6%	2%	23%	0.0%	8%
17	-3%	-1%	0%	2.7%	-13%
18	-11%	1%	9%	-0.6%	-4%
19	0%	-2%	4%	-1.1%	2%
20	-15%	-1%	10%	0.5%	12%
21	-7%	-3%	17%	-0.4%	-51%
22	10%	0%	4%	0.5%	-20%
23	17%	-2%	11%	1.8%	-15%
24	-2%	0%	0%	5.9%	10%

The list goes on.
No.	compound	Myeloid diff 2	Myeloid diff 2 GFP+ MAC1+ %	LYP phosphatase	NOD1 NF-kB reporter	KOR beta-arrestin-1
25	CC/C(CC(C)(C)c1ccccc1)=N\O	i	0.7	-2%	-9%	-2.9%
26	CN(C)Cc1cc(CCNC(=O)c2ccc(Cl)cc2)ccc1O	i	0.9	-5%	1%	2.4%
27	COc1cc(NC(=O)c2cccc(Cl)c2)ccc1NC(=O)c1cccs1	i	1.1	-1%	-21%	/
28	CN(C(=O)COC(=O)c1cc(-c2ccccc2Cl)nc2ccccc12)C1CCS(=O)(=O)C1 (stereo not drawn)	i	1.0	-4%	-26%	3.8%
29	CCOC(=O)C1CCN(C/C=C/c2ccccc2OC)CC1	i	6.7	-2%	-10%	3.0%
30	CC(C)c1ccc(S(=O)(=O)N2CCN(C(=O)C3CCN(C(=O)c4ccc(F)cc4)CC3)CC2)cc1	i	0.9	-7%	-25%	-1.3%
31	Cn1c(SCC(=O)NC2CC2)nnc1-c1ccccc1Cl	i	1.1	-9%	-17%	1.0%
32	CCCCCn1c(=O)c2ccccc2n2c(CCl)nnc12	i	0.3	0%	34%	0.1%
33	CC(=O)Nc1ccc(S(=O)(=O)N2CCSCC2)cc1	i	5.1	-6%	2%	-4.7%
34	O=C(N/N=C\c1cccnc1)c1ccc(Cl)cc1Cl	i	0.7	-6%	-7%	-4.3%
35	CCc1ccccc1NC(=S)N(CCN(C)C)C(C)c1cccnc1 (stereo not drawn)	i	0.4	-5%	-9%	8.5%
36	CC(C)c1ccccc1OCCNC(=S)NC(=O)c1cccnc1	i	0.6	2%	-22%	-4.4%

No.	PhoP inhibition	SIAH1 antagonists	HEK293 NOD2/NF-kB	HIV peptide binding	KOR beta-arrestin-2
25	-1%	2%	10%	1.1%	-5%
26	3%	-1%	8%	4.6%	-40%
27	-1%	-2%	22%	3.6%	-21%[20 µM]
28	8%	5%	14%	0.8%	47%
29	2%	4%	-1%	0.8%	13%
30	6%	4%	8%	-0.5%	27%
31	-10%	-5%	10%	1.7%	-19%
32	2%	-4%	13%	-1.6%	-16%
33	0%	2%	11%	0.5%	-9%
34	/	1%	-9%	-1.4%	20%
35	-8%	1%	-6%	0.7%	-17%
36	-1%	3%	-10%	-0.6%	-36%[20 µM]

Going on with the list.
No.	compound	Myeloid diff 2	Myeloid diff 2 GFP+ MAC1+ %	LYP phosphatase	NOD1 NF-kB reporter	KOR beta-arrestin-1
37	COc1ccc(CNCC2COc3ccccc3O2)cc1 (stereo not drawn)	i	0.5	-5%	2%	4.4%
38	CC1(C)Cc2c(sc3c2C2=NCCN2C=N3)CO1	i	1.0	0%	-30%	-4.9%
39	Cc1cn2c(N)c(C=C3C=C(Cl)C(=O)C(Cl)=C3)c(=O)nc2s1	i	0.2	6%	-8%	-1.9%
40	O=C(Cn1nc(-c2ccc(F)cc2)ccc1=O)Nc1ccc2c(c1)OCCO2	i	0.4	-7%	-21%	-1.5%
41	Cc1noc(C)c1S(=O)(=O)N1Cc2ccccc2CC1C(=O)N(C)C (stereo not drawn)	i	1.2	-8%	-18%	-5.1%
42	COc1ccc(-c2csc(N(CCCN3CCOCC3)C(=O)CCl)n2)cc1	i	0.5	-4%	-18%	-3.9%
43	O=C(NCCc1c[nH]c2ccccc12)C1Cc2ccccc2CN1C(=O)c1ccco1 (stereo not drawn)	i	1.2	-4%	-12%	7.6%
44	CCC1CCCCN1Cc1ccc(OC)c(C)c1 (stereo not drawn)	i	8.7	-9%	10%	-6.4%
45	CC(C(=O)NC(C)(C)C)N(C(=O)CS(=O)CC(=O)Nc1ccc(F)cc1)C1CCCC1 (stereo not drawn)	i	0.4	-12%	-14%	-0.4%
46	Cc1sc2nc(C(C)C)nc(SCC(=O)NC3CC3)c2c1C	i	2.1	-12%	25%	0.6%
47	COc1ccc(CNC(=O)CN2C(=O)CSc3ccc(S(=O)(=O)N4CCOCC4)cc32)c(OC)c1	i	0.8	-6%	0%	2.4%
48	CC(NC(=O)c1cc(Br)ccc1Br)c1ccccc1 (stereo not drawn)	/	/	-8%	-38%	-3.3%

No.	PhoP inhibition	SIAH1 antagonists	HEK293 NOD2/NF-kB	HIV peptide binding	KOR beta-arrestin-2
37	7%	0%	-10%	-2.1%	-1%
38	/	1%	1%	1.7%	21%
39	-2%	11%	0%	26µM*	-34%[20 µM]
40	-7%	6%	2%	-0.6%	-14%
41	-4%	6%	16%	-0.4%	2%
42	-4%	6%	9%	-0.4%	-16%[20 µM]
43	16%	-2%	-8%	-0.2%	3%
44	-1%	0%	-5%	-1.3%	31%
45	-4%	5%	12%	1.4%	-6%
46	3%	2%	26%	2.3%	-9%
47	-4%	-7%	18%	-0.6%	-1%
48	1%	6%	11%	0.9%	-5%

An excerpt from above in order of their number in HEK293 NOD2/NF-kB, falling.
nr	SMILES	Myeloid diff 2 GFP+ MAC1+ %	LYP phosphatase	NOD1 NF-kB reporter	KOR beta-arrestin-1	PhoP inhibition	SIAH1 antagonists	HEK293 NOD2/NF-kB	HIV peptide binding	KOR beta-arrestin-2
42	COc1ccc(-c2csc(N(CCCN3CCOCC3)C(=O)CCl)n2)cc1	0.5	-4%	-18%	-3.9%	-4%	6%	9%	-0.4%	-16%[20 µM]
39	Cc1cn2c(N)c(C=C3C=C(Cl)C(=O)C(Cl)=C3)c(=O)nc2s1	0.2	6%	-8%	-1.9%	-2%	11%	0%	26µM*	-34%[20 µM]
44	CCC1CCCCN1Cc1ccc(OC)c(C)c1 (stereo not drawn)	8.7	-9%	10%	-6.4%	-1%	0%	-5%	-1.3%	31%
37	COc1ccc(CNCC2COc3ccccc3O2)cc1 (stereo not drawn)	0.5	-5%	2%	4.4%	7%	0%	-10%	-2.1%	-1%

Source: PubChem (several laboratories)

Some of the compounds tested, so the mix of outcomes need not match the whole.
